High-throughput results as filed in PubChem BioAssay.
CFTR F508del cor – CFTR F508del correction in bronchial cells | CFBE cells, YFP halide quenching; stimulated with forskolin plus potentiator P3; % fluorescence drop versus neutral controls | activity (quench increase), % at 7.58 µM | 0.36% of 350,000 active | AID 720511;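 active = mean added fluorescence quench of at least 8% versus neutral control, with both replicates also reaching 8%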;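 note: cells transiently co-express mutant CFTR-F508del with the halide-sensitive YFP; corrector assay measuring rescue of mutant channel to the surface after 24 h compound exposure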
FN deposit inh – fibronectin deposition inhibition | AH1F fibroblasts, Alexa488-fibronectin deposition fluorescence, overnight | inhibition, % at 12.6 µM | 0.086% of 350,000 active | AID 743247;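 active = mean inhibition across replicates of 30% or more, regardless of how many single replicates reach that level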;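 note: positive control wells lacked labelled fibronectin entirely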
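Schedule: 1 h cell adhesion before compound, then overnight fibronectin incubation; test system: AH1F fibroblast monolayer depositing Alexa488-labelled fibronectin into matrix; quantity: 10000 AH1F cells per well; probe or stimulus: fluorescent fibronectin at 24 nM final; signal: fluorescence, ex 485 nm, em 525 nm; evaluation: percent inhibition as loss of matrix-bound fibronectin fluorescence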
GSIS activator – primary screen for activators of insulin secretion dependent on glucose, INS-1E cells, GLuc reporter luminescence. INS-1E GLuc reporter insulin secretion, 2-3 h. activation, % at 16.6 µM. 0.61% of 370,000 active;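 active = lowest replicate activation of at least 40%, so every replicate reaches that level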;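 note: 0% = median of neutral control wells and 100% = median of IBMX positive control wells; some compounds called inactive have numbers as strong as hits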
* marks the source's active call; other numbers are inactive results. A portion of the library (hit frequency here may not be typical).

SMILES	CFTR F508del cor	FN deposit inh	GSIS activator
O=C1NC[C@H](CCCCN2CCN(CCc3ccccc3)C(=O)C2=O)N(CCC2CCCCC2)C1=O	0.7	1.5	14.2
CC(OC(=O)C1CCCCC1)c1nc2ccccc2[nH]1 (centres undefined)	-0.4	-4.0	3.1
Cc1cc(=O)oc2cc(OCC(=O)NCCN3CCOCC3)ccc12	0.1	-8.0	18.3
COc1cccc(CNC(=O)[C@H]2CCCN2C(=O)[C@H]2CCCN2C(=O)c2ccc(OC(F)(F)F)cc2)c1	0.0	11.9	-15.4
COc1cc(/C=C/C(=O)OCC(=O)NC(=O)NC(C)(C)C)cc(OC)c1OC	-0.4	-3.6	-13.6
Cc1cc(C)cc(NC(=O)C(Nc2ccccc2)c2ccccc2)c1 (centres undefined)	-2.3	-13.5	-3.7
O=C(CNS(=O)(=O)c1ccccc1F)NNC(=O)c1ccc(Br)cc1	-1.5	-12.2	-2.8
CCn1c(SCC(=O)NCC2CCCO2)nnc1-c1ccc(S(=O)(=O)N2CCN(C)CC2)cc1 (centres undefined)	4.6	3.1	-2.3
CC(C)CCSc1nc2ccccc2[nH]1	4.0	-5.1	-22.9
COc1ccc(CN(CC2CCC(C(=O)O)CC2)C(=S)Nc2cccc(C)c2)cc1 (centres undefined)	2.1	4.0	-4.0
CC(C)N1CCN(Cc2ccccc2-c2ccco2)CC1CCO (centres undefined)	3.2	-4.6	4.7
CCOn1c(=O)c(=O)n(OC)c2ccccc21	1.0	-3.2	7.6
CCn1ccnc1CN(C)Cc1nc(Cc2cccc(C(F)(F)F)c2)no1	-0.8	0.0	2.2
CN(C)CC(CCC(CN(C)C)C(O)(c1ccccc1)c1ccccc1)C(O)(c1ccccc1)c1ccccc1 (centres undefined)	0.5	-1.9	4.7
CC(O)CSc1nc2c(c(=O)[nH]c(=O)n2C)n1CC(O)COc1ccccc1 (centres undefined)	-0.2	1.0	8.6
O=C(c1cccs1)N1CCc2c([nH]c3ccccc23)C1c1ccccn1 (centres undefined)	-2.4	2.0	-13.0
CCC(C)Nc1nc2c(C)cccn2c(=O)c1C=Nc1ccc(OC)cc1 (centres undefined)	-0.9	8.7	7.7
Cc1cccc(C)c1NC(=O)C(c1ccccc1)N1CCN(C)CC1 (centres undefined)	-0.1	0.6	2.9
O=c1c2ccccc2ncn1CCCCOc1ccc(Br)cc1	0.4	5.1	-18.1
COc1ccc(CNC(=O)CCCn2nc([N+](=O)[O-])cc2C)cc1	-0.4	-0.1	17.7
O=C1Cc2ccccc2C(=O)N1	1.1	-3.9	10.4
COc1ccc(Cl)cc1NC(=O)COC(=O)C1=NNC(=O)CC1	4.1	0.1	23.5
O=C(COc1ccc(Cl)cc1)NCc1nnc(SCC(=O)Nc2ccc(F)cc2F)o1	1.9	6.4	-14.6
Cc1cc(Oc2cccnc2)ccc1NC(=O)Cc1c(C)[nH]c2ccccc12	1.8	-3.8	-1.1
O=C1/C(=C/c2ccco2)Cc2ccccc21	-0.6	3.4	-21.4

Remaining list, next part
SMILES	CFTR F508del cor	FN deposit inh	GSIS activator
COc1ccccc1CC(=O)NCC(c1ccco1)N1CCCCC1 (centres undefined)	0.1	2.7	8.5
CC(C)CNc1cccc2c1S(=O)(=O)N[C@@H](C)CO2	-2.8	6.9	-0.2
N#CCC(=O)Nc1ccc(C(=O)OCC(=O)Nc2cccc(C(F)(F)F)c2)cc1	-0.5	-5.5	3.0
Cc1cc(C(=O)C(C)OC(=O)c2cnccn2)c(C)n1-c1ccccc1 (centres undefined)	-2.3	4.7	-24.9
CCOc1ccccc1OCC(=O)Nc1ccc(OC)c(S(=O)(=O)N2CCCCC2)c1	-1.0	-5.2	-37.2
C/C(Cc1ccccc1)=N/NC(=O)CCCC(=O)N/N=C(/C)Cc1ccccc1	-0.9	-1.7	11.4
O=C(NCc1ccccc1Cl)c1ccccc1CCc1ccccc1	1.4	3.1	-10.9
CCOc1ccc2oc(C(=O)N3CCN(c4ccccc4OCC)CC3)c(C)c2c1	2.4	3.1	-8.0
COc1ccc(-c2nc3c(Cl)cc(C(F)(F)F)cn3c2Cc2cccc(Cl)c2)cc1OC	3.7	2.5	-4.9
COc1cc(C(=O)OCc2ccc(C)cc2)cc(NC(=O)c2cccs2)c1OC	3.1	-1.5	4.7
O=C(NN=Cc1ccc2c(c1)OCO2)c1ccc([N+](=O)[O-])cc1	0.2	-2.9	-4.7
COc1ccc(-c2csc(-c3ccc(C(=O)O)cc3)n2)cc1	0.2	-0.9	-3.7
CN(C)C1CN(Cc2cn(Cc3ccc(C(F)(F)F)cc3)nn2)S(=O)(=O)C1 (centres undefined)	0.0	-2.7	23.9
CCCCNC(=O)c1nn2cc(Br)cnc2c1Br	-5.5	4.6	7.4
CC(C)NC(=O)CNc1ccc(C(F)(F)F)cc1[N+](=O)[O-]	-1.1	-14.0	-3.5
Cc1cc(CCNC=O)c(C)c2c1oc1ccccc12	2.8	13.7	57.1*
CC(C)(CNC(=O)Cc1ccc(NS(=O)(=O)c2cccc(C(F)(F)F)c2)cc1)N1CCOCC1	-2.1	1.6	-8.7
Clc1ccc(-c2csc(NCC3CCCO3)n2)cc1 (centres undefined)	-0.4	2.1	-5.5
CN(C)CCCN(C(=O)C1COc2ccccc2O1)c1nc2ccc(F)cc2s1 (centres undefined)	-0.5	1.4	16.7
CC1CC(=S)Nc2ccccc2N1C(=O)Nc1ccccc1 (centres undefined)	-0.2	3.2	-3.9
CCOc1ccccc1NC(=O)C(NCC1(N2CCCCC2)CCCCC1)c1ccccc1 (centres undefined)	0.8	-1.7	0.6
Cc1ccc(NS(=O)(=O)c2cc(N)ccc2Cl)c(C)c1	-0.2	-5.4	2.1
CC(O)C(O)C(O)C(O)/C=N/NC(=O)c1ccccc1 (centres undefined)	1.6	-9.6	2.3
Cc1cc(N2CCN(C(=O)Oc3ccc([N+](=O)[O-])cc3)CC2)c2ccccc2n1	0.0	-3.1	7.5
Cc1cccc(NC(=O)c2sc(NC(=O)COc3ccccc3)c(C#N)c2C)c1C	-2.6	3.7	2.6

Fetched by structure from above:
SMILES	CFTR F508del cor	FN deposit inh	GSIS activator
Cc1cc(C)cc(NC(=O)C(Nc2ccccc2)c2ccccc2)c1 (centres undefined)	-2.3	-13.5	-3.7
COc1ccccc1CC(=O)NCC(c1ccco1)N1CCCCC1 (centres undefined)	0.1	2.7	8.5

(next part)
SMILES	CFTR F508del cor	FN deposit inh	GSIS activator
O=C(CC(C(=O)O)c1ccccc1)c1cccs1 (centres undefined)	-0.3	-9.2	11.3
CS(=O)(=O)NCCNc1ccc(Cl)cc1[N+](=O)[O-]	-0.1	-6.1	-4.3
O=C1NC[C@H](CCCCN2CCN(Cc3ccccc3)C(=O)C2=O)N(CC2CCCCC2)C1=O	-0.9	-10.4	9.8
COC1OC(c2ccccc2)=C(c2ccc(C(N)=O)cc2)c2ccc(F)cc21 (centres undefined)	-1.7	-5.6	-15.2
COCCN(Cc1ccc(C)cc1)C(=O)[C@@H](Cc1ccccc1)NC(=O)[C@H]1O[C@@H](n2ccc(=O)[nH]c2=O)[C@H](O)[C@@H]1O	4.4	5.2	10.4
CC(C)CCOC(=O)C(C)Sc1n[nH]c(=O)[nH]c1=O (centres undefined)	-0.8	-8.1	-9.8
COc1ccc(-c2nc3cc(C)c(Br)c(C)n3c2CC2CCCCC2)cc1OC	-5.0	0.4	-17.5
COc1ccc(CNC(=O)Cn2ncn3cccc3c2=O)cc1	1.6	1.8	12.3
CCCCN1C(=O)C(CC(=O)NCCc2ccccn2)CC(C(=O)N2CCCCCC2)=C1C (centres undefined)	1.9	-7.5	-7.7
CC(C)C[C@H](NC(=O)c1ccc(OC2CCN(C(=O)C3CC3)CC2)cc1)C(N)=O	1.7	-2.7	-1.4
COc1ccc(CN2C(=O)CCC2(C)c2nnnn2Cc2ccccc2)cc1 (centres undefined)	1.0	10.5	7.1
Cc1ccc2c(c1)C(c1ccccc1)N(C(=O)c1cccc([N+](=O)[O-])c1)CC(=O)N2 (centres undefined)	0.3	2.0	1.2
O=C1CN(S(=O)(=O)c2ccc(Cl)cc2C(F)(F)F)CCN1	1.7	-7.8	11.8
Cc1[nH]c2ccccc2c1C(=O)CSc1nc2ccccc2c(=O)n1-c1ccccc1F	4.6	-2.8	3.8
CC(C)Oc1ccc(CN=C(N)N=C(N)N)cc1Cl	1.1	13.9	-5.6
COc1cccc(NC(=O)C(C)SCc2ccccc2)c1 (centres undefined)	-1.8	1.0	-2.0
CCCCn1c(N)c(N(CC(C)C)C(=O)c2cc(-c3ccc(OC)c(OC)c3)nc3ccccc23)c(=O)[nH]c1=O	-2.3	5.9	-10.3
O=C(CSc1nc2[nH]ncc2c(=O)[nH]1)c1ccc(Cl)cc1	0.4	0.7	8.0
CC(C)C[C@@H]1COc2cc(N3CCCC3)ccc2S(=O)(=O)N1	-1.7	2.7	-3.6
NC(=S)N/N=C1\CCOc2ccc(F)cc21	-0.2	-6.7	11.7
Cc1c(C(=O)OCc2ccc(F)cc2)sc2nc3n(c(=O)c12)CCC3	-2.8	8.9	0.1
Cc1cc2nc(-c3ccc(C#N)cc3)c(Cc3ccsc3)n2c(C)c1Br	1.4	-0.4	-2.8
Cc1cc(O)cc(=O)n1-c1cccc(F)c1	0.3	-3.3	-5.7
O=S1(=O)CC(N2CCSCC2)CN1Cc1cn(Cc2ccc(Cl)cc2)nn1 (centres undefined)	-0.2	15.5	6.3
Cc1ccc(Oc2ncccc2NC(=O)CC2(CC(=O)O)CCCC2)c2c1CCC2	2.5	4.6	-6.1

Continuation.
SMILES	CFTR F508del cor	FN deposit inh	GSIS activator
Cc1ccc(S(=O)(=O)CCC(=O)NCCN2C(=O)S/C(=C/c3ccc(F)cc3)C2=O)cc1	-2.0	-3.5	6.2
O=C(O)C1Cc2[nH]cnc2C(c2ccc(F)cc2)N1 (centres undefined)	-2.9	-1.1	1.8
CN(C)CCN(Cc1cc2cc3c(cc2[nH]c1=O)OCCO3)C(=S)NCC1CCCO1 (centres undefined)	1.3	-8.8	4.5
Cc1ccc(C(Nc2ccccc2)c2ccc3ccc(C)nc3c2O)c(C)c1 (centres undefined)	-1.3	18.5	-0.8
C[C@H](c1ccccc1)N1C[C@H](COCc2ccccc2)Oc2cc(N3CC[C@@H](N(C)C)C3)ccc2S1(=O)=O	-0.9	4.5	3.1
CC(C)(C)NC(=O)CSc1nnc(C2CC2)n1-c1ccccc1	1.2	1.4	18.7
NNC(=O)CNC(=O)c1ccc(F)cc1	1.0	-0.4	-12.4
COc1ccc(CCNC(=S)N2CCN(S(=O)(=O)c3ccc(C)cc3)CC2)cc1	-3.6	3.5	-2.9
O=S(=O)(c1cccs1)N1CCCc2nc(-c3ccc(F)cc3)ccc21	0.5	5.4	27.2
COC(=O)c1ccccc1S(=O)(=O)NC(=O)[C@H]1O[C@@H](n2ccc(=O)[nH]c2=O)[C@H](O)[C@@H]1O	-1.8	1.9	11.3
CC(=O)Nc1ccc(C(=O)NNC(=O)c2cccs2)cc1	2.2	9.8	1.5
CCC(NC(=O)CNC(=O)c1ccc2c(c1)OCO2)c1ccc(Br)cc1 (centres undefined)	-4.9	-2.0	-63.4
Cc1cc2nc(-c3ccc(Cl)cc3)c(Cc3cccc(Cl)c3)n2c(C)c1Br	1.5	-4.6	12.1
O=C(COC(=O)/C=C/c1ccc2c(c1)OCO2)NC1CC1	1.9	-3.8	3.1
Cc1cc(C(=O)N/N=C/c2ccc(O)c([N+](=O)[O-])c2)n[nH]1	-3.6	-6.3	-21.6
COc1ccc(Cl)cc1N(CC(=O)N/N=C/c1ccc(OC(C)C)cc1)S(=O)(=O)c1ccc(C)c([N+](=O)[O-])c1	-3.1	4.7	-10.0
COCc1c(C(=O)OCc2nnc(-c3ccc([N+](=O)[O-])cc3)o2)oc2ccccc12	0.7	2.0	5.6
COC(=O)c1cc(CNC(=O)c2ccccc2Cl)ccc1OC	-1.7	1.6	-1.4
O=C1NC[C@H](CCCCN2C[C@H](Cc3ccc(O)cc3)N(CCc3ccc(O)cc3)C(=O)C2=O)N(Cc2ccccc2)C1=O	-2.6	6.4	-2.1
CC(=O)CCn1cnc([N+](=O)[O-])n1	2.5	-10.2	3.1
CCc1nnc(NS(=O)(=O)c2ccc(NC(=O)/C=C/c3ccccc3Cl)cc2)s1	3.1	-3.0	10.2

Of the compounds above, six have two or more sulfur atoms:
SMILES	CFTR F508del cor	FN deposit inh	GSIS activator
CCn1c(SCC(=O)NCC2CCCO2)nnc1-c1ccc(S(=O)(=O)N2CCN(C)CC2)cc1 (centres undefined)	4.6	3.1	-2.3
O=S1(=O)CC(N2CCSCC2)CN1Cc1cn(Cc2ccc(Cl)cc2)nn1 (centres undefined)	-0.2	15.5	6.3
Cc1ccc(S(=O)(=O)CCC(=O)NCCN2C(=O)S/C(=C/c3ccc(F)cc3)C2=O)cc1	-2.0	-3.5	6.2
COc1ccc(CCNC(=S)N2CCN(S(=O)(=O)c3ccc(C)cc3)CC2)cc1	-3.6	3.5	-2.9
O=S(=O)(c1cccs1)N1CCCc2nc(-c3ccc(F)cc3)ccc21	0.5	5.4	27.2
CCc1nnc(NS(=O)(=O)c2ccc(NC(=O)/C=C/c3ccccc3Cl)cc2)s1	3.1	-3.0	10.2
